NOD2-RIPK2 inh = NOD2-RIPK2 protein interaction inhibition; AID 624267; CHO BLA complementation NOD2-RIPK2, CCF4 ratio; inhibition, % at 4.98 µM; O43353; actives 0.38% (n = 360,000); in the data active = inhibition above about 21%;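 also: 0% = vehicle only and 100% = reference blocker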
Vif imaging = blocks HIV Vif function | HEK293T cells, Vif self-association by quenched fluorescence, imaging, 24 h | inhibition, % at 7.49 µM | actives 0.35% (n = 340,000); in the data active = inhibition above about 50%, passing the limit was not always enough; also: some results filed as inactive read as strong as hits
LMP1 NFkB inh = reduces LMP1-driven NF-kappaB luciferase signal; AID 504558; inhibition, % at 12.5 µM; actives 0.69% (n = 350,000); LMP1-induced NF-kappaB luciferase reporter cells, luminescence; in the data active = inhibition above about 41%;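 also: 0% = neutral control wells and 100% = reference inhibitor control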
NCOA2 inhibitor = inhibits human steroid receptor coactivator 2; Q15596; HEK293 GAL4-SRC2 luciferase reporter, luminescence; inhibition, % at 9 µM; actives 0.17% (n = 370,000); AID 651957;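 active = inhibition above the mean inhibition of all tested compounds plus 3 SD, set per campaign, cut at about 52% in these data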;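 also: 0% = DMSO treated cells and 100% = cells given Gossypol at 36 µM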
TROY signal inh = blocks TROY-dependent signaling in reporter cells. AID 1347056. actives 0.98% (n = 360,000). Q293 LMP1-TROYcd NF-kB luciferase reporter, 4 h. inhibition, % at 10 µM;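 active = compounds whose plate-normalised and pattern-corrected inhibition of the luciferase reporter signal at the single screening dose is 50% or more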
NCOA1 inh = human NCOA1 inhibition; HEK293 GAL4-SRC1 luciferase reporter, luminescence; inhibition, % at 3.6 µM; actives 0.12% (n = 360,000); AID 588354;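 active = inhibition above the campaign mean plus 3 SD, with each screening campaign given its own cutoff, cut at about 60% in these data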;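 also: 0% = DMSO treated cells and 100% = gossypol at 36 µM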
C8 TRAIL sens = sensitizes caspase-8 expressing cells to TRAIL | inhibition (viability loss, TRAIL sensitization), % at 10 µM | NB7+C8 cells + TRAIL, ATPlite viability luminescence | actives 1% (n = 360,000);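 active = compounds causing at least 50% loss of cell viability in the single-dose screen, relative to plate controls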
LRH-1 inv ag = inverse agonists of human LRH-1 (NR5A2). O00482. HEK293T StAR-luciferase reporter, LRH-1 transfected, 24 h. inhibition, % at 3.6 µM. actives 0.13% (n = 360,000). AID 602396;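 active = inhibition above the mean inhibition of all tested compounds plus 3 SD, cut at about 73% in these data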;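 also: 0% = DMSO wells and 100% = reporter-only cells lacking LRH-1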
TLR9-MyD88 block = blocks human TLR9 binding to MyD88; inhibition, % at 4.98 µM; AID 504734; Q9NR96+Q99836; CHO BLA complementation TLR9-MyD88, CCF4 FRET ratio; actives 0.21% (n = 340,000);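 active = inhibition above the mean over all tested compounds plus 3 SD, cut at about 21% in these data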;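 also: 0% = DMSO only wells and 100% = clavulanate BLA inhibitor control wells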
COUP-TFII inh = inhibitors of human COUP-TFII (NR2F2). P24468. HEK293T NGFI-A luciferase reporter, luminescence. inhibition, % at 8.6 µM. actives 0.7% (n = 370,000);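 active = inhibition above a per-plate cutoff, mean inhibition of test wells between control levels plus 3 SD, cut at about 38% in these data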;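 also: cells cotransfected with COUP-TFII expression vector driving the NGFI-A reporter; 0% = median of COUP-TF2 test wells and 100% = reporter-only cells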
NCOA3 inh = inhibits human SRC3 coactivator; AID 588352; inhibition, % at 3.6 µM; Q9Y6Q9; actives 0.17% (n = 360,000); HEK293 GAL4-SRC3 luciferase reporter, luminescence;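 active = inhibition above a per-campaign cutoff, the mean of all compounds plus 3 SD, cut at about 60% in these data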;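 also: 0% = DMSO-treated cells and 100% = gossypol-treated cells at 36 µM; higher means less SRC3-driven luciferase light from the GAL4 reporter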
Starred values were filed as active, the others as inactive; / = no result given.

compound,NOD2-RIPK2 inh,Vif imaging,LMP1 NFkB inh,NCOA2 inhibitor,TROY signal inh,NCOA1 inh,C8 TRAIL sens,LRH-1 inv ag,TLR9-MyD88 block,COUP-TFII inh,NCOA3 inh
CN(CC(=O)Nc1c(Cl)cccc1Cl)C(=O)c1cccn1C,-12,10,6,-13,0,14,12,0,-5,8,15
CCOc1ccc(Cl)cc1-c1cc(C(=O)Nc2ccc(F)cc2)[nH]n1,-20,0,/,-6,0,-4,1,-16,/,-2,9
COc1cccc(C2CC(c3ccccc3Cl)Nc3nc(N)nn32)c1 (centres undefined),-27,8,4,19,-19,15,-9,20,-5,6,-1
CC(C)[C@@H]1CN=C(N)N1C[C@@H]1CCCN1C[C@H](C)N1C[C@@H](Cc2ccccc2)N(CCc2ccc(Cl)c(Cl)c2)C1=N,4,/,3,/,-4,7,-19,12,-14,/,-2
CCn1c(=O)cc(OCC(=O)NC2CC2)c2ccccc21,-5,-1,6,-3,-3,-36,-7,17,-3,-27,-8
CCOCCCNC(=O)c1ccccc1SC,-5,0,3,-10,-4,2,20,8,7,11,12
O=C(NCCCc1ccccc1)c1cccc(NC(=O)C2CCC2)c1,-13,-2,-4,-12,-10,1,-21,6,2,4,-13
OCC[C@@H]1C[C@H](O)[C@@H](O)[C@@]2(CCCO2)O1,-2,/,-20,2,-7,-4,-24,-13,-5,17,-19
Cc1ccc(NS(=O)(=O)c2cc(C(=O)NCc3ccncc3)ccc2C)cc1,-3,-8,3,10,13,-18,-9,9,2,8,23
CC(C)(C)OC(=O)N[C@H](C(=O)OC(C)(C)C)c1ccc2c(c1)OCO2,-5,-5,-6,-5,-7,3,1,14,-6,15,-5
COC(=O)c1sccc1NC(=S)N1CCCCC1,-4,18,-5,-1,5,11,-8,-9,12,8,0
CC(=O)c1ccc(S(=O)(=O)N2CCN(CCOc3ccccc3)CC2)cc1,-7,-12,6,15,13,-17,8,-1,-4,19,24
CC1=C(C(=O)Nc2ccccc2)C(c2cccs2)NC(=O)N1 (centres undefined),0,31,0,11,-4,5,1,12,4,5,-28
CCCn1cc(CN2CCN(Cc3ccc(C)o3)C(CCO)C2)c(C)n1 (centres undefined),-9,30,9,-13,-2,-2,4,-11,-8,1,1
CCc1nnc(NC(=O)CSc2nnc(-c3ccoc3C)n2CC(C)C)s1,2,-3,-3,-9,25,-5,-17,-5,-6,-1,12
O=C(CSc1nc2ccccc2n1CC(=O)N1CCCC1)Nc1ccc2c(c1)OCO2,1,6,-3,16,4,-17,-2,31,5,-6,9
O=C(NCCO)/C(=C\c1ccc2c(c1)OCO2)NC(=O)c1ccc(Br)cc1,-1,20,3,2,9,11,-13,5,-1,-18,11
CN(C)c1ccc(/C=N/NC(=O)c2ccco2)cc1,-8,-18,-13,-29,26,-142,66*,-159,4,-42,-51
CC1CN(C(=O)c2cccc(NS(=O)(=O)c3ccc(Br)cc3)c2)CC(C)O1 (centres undefined),2,1,1,-7,-1,-3,-1,-8,-12,-2,-13
Cc1ccc(-n2ncc3c(NNC(=O)c4ccco4)ncnc32)cc1Cl,1,-3,3,-7,19,-7,9,-8,-3,-6,13
CN1CCCC1c1cccnc1 (centres undefined),-11,2,-2,-5,-8,-5,-7,-5,11,0,2
COc1ccc(C(CNC(=O)c2cc(C)on2)N(C)C)cc1 (centres undefined),-11,-15,-2,-32,9,10,26,16,-3,-11,-7
Cc1c(C)c2ccc(OCC(=O)c3ccccc3)cc2oc1=O,-2,/,-17,-9,-50,-55,-6,-6,1,-38,-47
Cn1c(COc2ccccc2)nnc1SCC(=O)Nc1ccc2c(c1)OCO2,6,2,-8,4,10,-2,1,15,-4,11,7
CC(=O)c1ccc(OCC(=O)c2cc(C)n(-c3ccc4c(c3)OCO4)c2C)cc1,-8,1,10,17,-1,-5,23,2,1,11,21
COc1cccc(NC(=O)c2cc(Cl)nnc2Cl)c1,-12,13,5,45,-5,21,4,33,-1,-12,29
COc1cc(OC)cc(-c2cc3nc(C)c(CCC(=O)O)c(=O)n3[nH]2)c1,0,16,14,17,5,-7,1,11,-9,-5,-5
COc1cc(C)c(NC(=S)NCCCN2CCOCC2)cc1OC,-2,7,-3,4,5,-2,-4,6,7,-2,2
CC(=O)OCCNc1cc(SCc2ccco2)c2nonc2c1[N+](=O)[O-],4,33,3,/,-30,-2,4,5,6,/,2
CN(Cc1ccc(Cl)c(Cl)c1)C(=O)c1[nH]c(C(F)(F)F)nc1-c1ccccc1,-7,-6,/,-21,35,-38,-4,11,/,-5,-9

The results go on.
compound,NOD2-RIPK2 inh,Vif imaging,LMP1 NFkB inh,NCOA2 inhibitor,TROY signal inh,NCOA1 inh,C8 TRAIL sens,LRH-1 inv ag,TLR9-MyD88 block,COUP-TFII inh,NCOA3 inh
CCOC(=O)c1c(NCc2ccc3c(c2)OCO3)c2ccccc2[nH]c1=O,8,-16,-9,-24,-17,-34,-8,-3,-3,-11,-6
c1cnn2c(-c3ccc4c(c3)CCO4)cnc2c1,7,-8,/,-7,-9,3,-18,-31,/,-6,11
C/C(CC(=O)Nc1ccc([N+](=O)[O-])cc1)=N/NC(=O)C1C2CCCCC21 (centres undefined),-11,1,-10,-10,-6,0,4,-25,-3,-8,-4
O=C1NC[C@@H](CCCCN2C[C@H](Cc3ccc(O)cc3)N(Cc3ccccc3)C(=O)C2=O)N(CCc2ccc(O)cc2)C1=O,3,/,/,18,-15,/,-3,19,/,5,/
CCCNC(=O)c1cccc(NC(=O)C(C)C)c1,-6,-13,6,14,9,-18,1,-1,10,6,3
COC(=O)C(C)Oc1cc(OC(C)C(=O)OC)c2c(C)c(Cl)c(=O)oc2c1 (centres undefined),0,-7,2,-30,-22,15,7,17,-9,-6,21
COc1ccc(NS(=O)(=O)c2cc(NC(=O)COc3ccccc3F)ccc2OC)cc1,-1,-2,6,-30,3,-1,-12,14,-11,3,-2
Cc1ccc(S(=O)(=O)N2C[C@H]3C(=O)C[C@@H]4C(=O)N(c5ccccc5)C(=O)[C@@H]4[C@@H]3C[C@H]2c2cccs2)cc1,-5,20,/,-16,-12,-7,16,-8,/,-22,-17
CCNC(=S)NNc1nncc2ccccc12,-9,-6,-6,0,14,-8,8,0,2,9,-15
Cc1ccc(S(=O)(=O)N(CCO)Cc2cc3ccc(C)c(C)c3[nH]c2=O)cc1,-3,7,-4,-26,-23,-15,4,-6,0,-7,12
COc1ccccc1N1CCN(C(=O)CCCn2c(=S)[nH]c3ccccc3c2=O)CC1,-3,/,12,3,31,-15,26,13,2,-6,-2
O=C(Nc1ccc(Br)cn1)c1ccc([N+](=O)[O-])o1,-12,5,0,1,-53,-37,11,43,4,-21,-24
CCCCOc1ccc(S(=O)(=O)Nc2ccc(NC(C)=O)cc2)cc1,1,-21,3,9,8,-2,8,13,8,20,12
CCCCCCN1C(=O)CC(NC(=O)OCC2c3ccccc3-c3ccccc32)C/C=C\C1C(C)C (centres undefined),8,-2,-14,2,4,-6,14,-5,-6,-2,12
CCn1ncc(Br)c1C(=O)Nc1ccc(F)c([N+](=O)[O-])c1,-10,3,-4,-3,20,-11,-4,5,-4,-5,20
CC(Cc1ccccc1)C(=O)N(C)Cc1ccccc1 (centres undefined),-13,4,2,-10,-33,-4,3,-6,-5,-13,-11
CCOC(=O)C1(Cc2cccc(OC)c2)CCN(Cc2csc(C(C)=O)c2)CC1,-2,-1,-9,0,17,-7,10,-9,-8,-6,6
CC(C)OCCCN(C)C1CCN(S(=O)(=O)c2ccc(-c3cc(C(F)(F)F)no3)s2)CC1,2,-6,-4,15,-2,-4,29,15,3,12,-1
O=C(Nc1ccccc1SC(=O)c1ccccc1)c1ccccc1,-8,-3,-34,-39,-24,-64,-4,-10,-9,-10,-74
COc1ccc(NC(=O)c2ccc(S(=O)(=O)C(F)F)cc2)c(OC)c1,-6,1,3,-5,-12,0,-5,1,0,-11,-12
S=C(Nc1ccccc1)Nc1nccs1,-17,-4,/,-70,-30,-88,-13,-72,-6,-35,-69
CC(=O)Nc1ccc(OC(=O)c2cccnc2)cc1,0,11,-2,-28,1,6,-2,0,-4,0,20
CCCCn1nc(C(=O)Nc2ccc3c(c2)OCO3)c2ccccc2c1=O,-7,1,-1,-38,-37,12,7,6,3,6,-3
C/C(=N\NC(=O)c1ccc(CN(C)S(=O)(=O)c2ccc(C)cc2)cc1)c1ccc(OC(F)F)cc1,-2,0,17,18,20,16,23,0,0,11,-4
COc1ccc(C2=CC(c3ccc(Cl)cc3)n3cnnc3N2)cc1OC (centres undefined),47*,6,2,-26,6,-4,-15,37,50*,-11,-15

Compounds above that contain fluorine, in the order listed:
compound,NOD2-RIPK2 inh,Vif imaging,LMP1 NFkB inh,NCOA2 inhibitor,TROY signal inh,NCOA1 inh,C8 TRAIL sens,LRH-1 inv ag,TLR9-MyD88 block,COUP-TFII inh,NCOA3 inh
CCOc1ccc(Cl)cc1-c1cc(C(=O)Nc2ccc(F)cc2)[nH]n1,-20,0,/,-6,0,-4,1,-16,/,-2,9
CN(Cc1ccc(Cl)c(Cl)c1)C(=O)c1[nH]c(C(F)(F)F)nc1-c1ccccc1,-7,-6,/,-21,35,-38,-4,11,/,-5,-9
COc1ccc(NS(=O)(=O)c2cc(NC(=O)COc3ccccc3F)ccc2OC)cc1,-1,-2,6,-30,3,-1,-12,14,-11,3,-2
CCn1ncc(Br)c1C(=O)Nc1ccc(F)c([N+](=O)[O-])c1,-10,3,-4,-3,20,-11,-4,5,-4,-5,20
CC(C)OCCCN(C)C1CCN(S(=O)(=O)c2ccc(-c3cc(C(F)(F)F)no3)s2)CC1,2,-6,-4,15,-2,-4,29,15,3,12,-1
COc1ccc(NC(=O)c2ccc(S(=O)(=O)C(F)F)cc2)c(OC)c1,-6,1,3,-5,-12,0,-5,1,0,-11,-12
C/C(=N\NC(=O)c1ccc(CN(C)S(=O)(=O)c2ccc(C)cc2)cc1)c1ccc(OC(F)F)cc1,-2,0,17,18,20,16,23,0,0,11,-4

Screening results as filed in PubChem BioAssay.

These rows are one share of the data; the hit share may differ from the screen's.
